Source: PubChem BioAssay
DRD3 agonist: agonists of human D3 dopamine receptor. 410,000 compounds, 0.58% hits. D3R DiscoveRx beta-arrestin cells, luminescence, 90 min. max activation, %. P35462. AID 652048; in the data active = max activation above about 30%; note: 0% is about no effect; mostly tested at two doses, the higher about 12 µM
Target sequence (P35462 whole entry, looked up): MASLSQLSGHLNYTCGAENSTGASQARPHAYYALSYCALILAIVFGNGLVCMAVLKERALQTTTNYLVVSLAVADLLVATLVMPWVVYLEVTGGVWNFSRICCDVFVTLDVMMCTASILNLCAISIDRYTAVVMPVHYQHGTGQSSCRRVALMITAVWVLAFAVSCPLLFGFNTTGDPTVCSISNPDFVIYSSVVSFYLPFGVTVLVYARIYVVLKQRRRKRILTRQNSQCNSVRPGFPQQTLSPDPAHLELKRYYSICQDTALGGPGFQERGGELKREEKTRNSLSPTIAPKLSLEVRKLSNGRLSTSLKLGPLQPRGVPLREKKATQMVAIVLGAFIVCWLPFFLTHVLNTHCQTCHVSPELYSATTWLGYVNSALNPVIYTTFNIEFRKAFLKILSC
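Agonist mode: compounds and dopamine controls were applied to plated cells for 90 min at 37 degrees C after an overnight attachment at 1500 cells/well. Luminescent read-out followed 30 - 60 minutes at room temperature with DiscoveRx detection reagent.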
GLP-1R inv ag: inverse agonists of human GLP-1 receptor. 410,000 compounds, 1.6% hits. AID 624417. HEK293 GLP-1R CRE-luciferase, luminescence, 24 h; GLP-1R form is constitutively active. Potency, µM (highest dose often 38.3 µM), for inactives: top-dose activity change, negative = inhibition, usual class: inhibitors; note: potency is the fitted concentration of half-maximal effect; % is set by controls: 0 for no effect and ±100 for the full control effect; nearly all actives have a fitted effect of over 55% in size
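HEK293 cells stably co-expressing constitutively active GLP-1R and a cAMP-responsive luciferase reporter were seeded in DMEM with 10% Nu serum, given compounds after 12 h, and incubated 24 h at 37 deg C. Luminescence was then read.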
aSyn yeast inh: alpha-synuclein toxicity inhibition in yeast; 370,000 compounds, 0.14% hits; Potency, µM (top dose mostly 46.1 µM), inactives show top-dose growth rescue (activation), hits mostly activators; Yeast expressing alpha-synuclein, growth rescue, BacTiter-Glo, 24 h; note: potency is the fitted concentration of half-maximal effect; % of control where 0% means no effect; nearly all actives have a fitted effect of over 65% in size
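Readout is rescue of growth in alpha-synuclein-expressing yeast, so inhibitors of toxicity appear as activators. Growth after 24 hr at 30 deg C in galactose medium is quantified by luminescence.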
KB-V1 MDR tox: kills drug-selected multidrug resistant KB-V1 cells | KB-V1 MDR cells viability, CellTiter-Glo, 72 h | Potency, µM (series often up to 46.1 µM), for inactives: top-dose activity change, negative = cytotoxicity, most hits filed as cytotoxic | AID 1347076 | 400,000 compounds, 3.4% hits; note: potency is the fitted concentration of half-maximal effect; % is set by controls: 0 for no effect and ±100 for the full control effect; nearly all actives have a fitted effect of over 60% in size
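In this primary screen, KB-V1 cells overexpressing P-gp are incubated with library compounds (lowest to highest concentration) for 72 h at 37 degrees C before a luminescent ATP viability read.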
DRD3 antagonist: antagonists of human D3 dopamine receptor; P35462; D3R cells, DiscoveRx beta-arrestin luminescence, antagonist mode; stronger effect = lower value; max response, negative = inhibition, %; 360,000 compounds, 2.5% hits; in the data active = max response below about -50%; inconclusive = no clear call, values can overlap the other calls; note: % is set by controls: 0 for no effect and ±100 for the full control effect; mostly tested at two doses, the higher about 12 µM
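Cells expressing the human receptor were seeded at 1500 cells/well, incubated overnight at 37 degrees C in 5% CO2, then exposed to library compounds with dopamine controls for 90 minutes at 37 degrees C before luminescent detection.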
PTHR1 ag: agonists of human PTHR1 parathyroid hormone receptor; AID 743266; Potency, µM (doses to about 115 µM), inactives show top-dose activation, actives largely listed as activators; Q03431; HEK293 GP2 PTHR1 cells, GloSensor cAMP luminescence, 1 h; 410,000 compounds, 0.075% hits; note: potency is the fitted concentration of half-maximal effect; nearly all actives have a fitted effect of over 55% in size; some results filed as inactive show a strong effect at the top dose; inactives centre near -15; many of its hits are not listed in these tables
Target sequence (Q03431 whole entry, looked up): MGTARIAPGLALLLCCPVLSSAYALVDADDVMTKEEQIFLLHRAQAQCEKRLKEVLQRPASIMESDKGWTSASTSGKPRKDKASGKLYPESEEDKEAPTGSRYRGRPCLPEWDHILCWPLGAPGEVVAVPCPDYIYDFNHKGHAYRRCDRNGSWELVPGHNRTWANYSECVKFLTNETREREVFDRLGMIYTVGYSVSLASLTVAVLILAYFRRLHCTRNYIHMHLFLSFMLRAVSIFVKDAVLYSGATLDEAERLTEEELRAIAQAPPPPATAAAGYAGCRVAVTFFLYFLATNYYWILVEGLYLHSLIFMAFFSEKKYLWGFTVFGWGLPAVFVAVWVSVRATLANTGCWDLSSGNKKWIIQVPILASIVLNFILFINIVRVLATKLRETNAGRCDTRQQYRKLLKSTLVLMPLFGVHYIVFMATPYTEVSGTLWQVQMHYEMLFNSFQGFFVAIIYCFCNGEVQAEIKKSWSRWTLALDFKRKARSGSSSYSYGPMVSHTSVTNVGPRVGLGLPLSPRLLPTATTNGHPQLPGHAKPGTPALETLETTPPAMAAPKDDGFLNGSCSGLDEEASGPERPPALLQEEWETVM
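HEK-293-derived GP2 cells expressing PTHR1 and a GloSensor cAMP reporter, 3,000/well, plated overnight, given luciferin plus IBMX (each 0.5 mM as added) for 1 h at 37 °C, then compound for 1 h at 37 °C. Luminescence was read after 15 min at room temperature.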
HEK293 tox: cytotoxic in the GLP-1 receptor inverse agonist counter-screen; 410,000 compounds, 0.13% hits; Potency, µM (highest dose often 38.3 µM), for inactives: top-dose activity change, negative = inhibition, actives largely listed as inhibitors; HEK293 cAMP-luciferase reporter cells, luminescence, 24 h;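 note: loss of luciferase light is scored as toxicity; potency is the fitted concentration of half-maximal effect; % is set by controls: 0 for no effect and ±100 for the full control effect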
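Step one: seed cells (200 cells/uL, DMEM with 10% Nu serum, 1% pen-strep). Step two: 12-hour incubation at 37 deg C. Step three: pin 23 nL compound, incubate 24 hr. Step four: add luciferase reagent, read luminescence 12 min later.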
GLP1R ag: GLP-1 receptor (human) agonism; P43220; 380,000 compounds, 0.007% hits; HEK293 GLP-1R CRE-luciferase, luminescence, 4-6 h; cells express a hypersensitive GLP-1R form; Potency, µM (highest dose often 45.6 µM), for inactives: at the highest dose activation, most hits filed as activators; note: potency is the fitted concentration of half-maximal effect; % of control where 0% means no effect
TDP43 rescue: rescues yeast growth from TDP-43 toxicity; 410,000 compounds, 1.8% hits; Potency, µM (highest dose often 46.1 µM), for the others: at the highest dose growth rescue (activation), most hits filed as activators; TDP-43 expressing yeast growth rescue, BacTiter-Glo, 24 h; note: potency is the fitted concentration of half-maximal effect; % of control where 0% means no effect; nearly all actives have a fitted effect of over 50% in size
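Luminescence from BacTiter-Glo reports growth of TDP-43-expressing yeast after 24 hr at 30 deg C with compound. Cells were raffinose-pregrown to mid-log, then seeded in galactose medium at OD600=0.02.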
The depositor's hits bear a star; i = inactive; u = inconclusive; x = no result given; [ ] = dose if it differs, or a comment. Unless noted, calls come from the whole dose curve; as a rule, active = well fitted curve in the direction sought with a large enough effect; inconclusive = small, poorly fitted or top-dose-only effect, or another doubt; inactive = no such curve, though single readings can be large; an effect the other way counts as inactive or inconclusive. This is a subset, so the mix of outcomes need not match the whole.

SMILES	DRD3 agonist	GLP-1R inv ag	aSyn yeast inh	KB-V1 MDR tox	DRD3 antagonist	PTHR1 ag	HEK293 tox	GLP1R ag	TDP43 rescue
Cc1cc(=O)oc2cc(OCC(=O)NCc3ccco3)ccc12	1	-3%	0%	21%	22	-35%	-2%	-7%	13%
Cc1ccc(-c2c3c(nc4sc(C(N)=O)c(N)c24)CCC3)cc1	-2	u	7%	u	4	i	171%[activator]	-6%	24%
C/C(=C\C(=O)C(F)(F)F)Nc1cc(C)cc(C)c1	-5	3%	-2%	21%	0	-7%[57.5 µM]	1%	10%	-12%
C=CCN(c1ccccc1OC)S(=O)(=O)c1cccc(C(=O)OCC(=O)N2CCOCC2)c1	1	0%	7%	u	-2	-4%	-17%	-5%	10%
CNS(=O)(=O)c1cn(CC(=O)N2CCN(c3cccc(C)c3C)CC2)cc1S(=O)(=O)NC	-2	0%	x	-7%	x	-11%	-4%	x	2%
Fc1cccc(F)c1-n1c(CN2CCOCC2)csc1=S	3	22%	7%	-3%	-8	i	2%	7%	10%
Cc1noc(C)c1COC(=O)c1cc(F)c(F)cc1Cl	1	12%	2%	4%	26	i	-10%	-2%	10%
Cc1cc(C)n2c(Br)c(CSc3nc4ccccc4s3)nc2n1	-5	5%	u	u	-6	i	-3%	21%	u
Cc1ccc(C)c(S(=O)(=O)Nc2ccc(-n3cnnn3)cc2)c1	-5	-1%	-5%	-6%	4	-48%[inhibitor]	1%	0%	26%
CC(Sc1nc2ccc(C(=O)c3ccccc3)cc2[nH]1)C(=O)O (stereo not drawn)	-5	6%	-4%	27%	-17	-10%	4%	3%	u

An excerpt from above in order of length of the SMILES, rising:
SMILES	DRD3 agonist	GLP-1R inv ag	aSyn yeast inh	KB-V1 MDR tox	DRD3 antagonist	PTHR1 ag	HEK293 tox	GLP1R ag	TDP43 rescue
C/C(=C\C(=O)C(F)(F)F)Nc1cc(C)cc(C)c1	-5	3%	-2%	21%	0	-7%[57.5 µM]	1%	10%	-12%
Cc1cc(=O)oc2cc(OCC(=O)NCc3ccco3)ccc12	1	-3%	0%	21%	22	-35%	-2%	-7%	13%
CNS(=O)(=O)c1cn(CC(=O)N2CCN(c3cccc(C)c3C)CC2)cc1S(=O)(=O)NC	-2	0%	x	-7%	x	-11%	-4%	x	2%

(list continues)
SMILES	DRD3 agonist	GLP-1R inv ag	aSyn yeast inh	KB-V1 MDR tox	DRD3 antagonist	PTHR1 ag	HEK293 tox	GLP1R ag	TDP43 rescue
COc1cccc(/C=N/NC(=O)CCc2c(C)n[nH]c2C)c1	-5	11%	0%	4%	10	i	-1%	25%	-1%
CC1=Nc2nc(N3CCCCC3)c(C#N)c3c4c(nc(c23)N1)N(c1ccc(C(C)C)cc1)C(=O)C4	-1	19%	-1%	9%	u	-15%	-10%	-15%	-2%
Cc1nn(-c2ccccc2)c(C)c1/C=C/C(=O)OC(C)C(=O)Nc1ncc(Cl)cc1Cl (stereo not drawn)	-12	-21%	-2%	-11%	38	-38%[inhibitor]	-23%	-5%	u
COC(=O)c1ccc(N2CCN(C)CC2)c(NC(=O)c2cc3ccccc3o2)c1	11	6%	-5%	3.3µM*	8	-24%[57.5 µM]	-2%	0%	2%
COc1cc(OC)cc(-c2cc3nc(C)c(CCC(=O)NCc4ccc(Cl)cc4)c(C)n3n2)c1	-1	-17%	x	-3%	x	-15%	-2%	2%	u
Cc1ccccc1NC(=O)C1CCN(S(=O)(=O)c2cccs2)CC1	-9	0%	-3%	u	-20	-6%	17%	6%	-12%
OCCN1CCN(c2ncnc3c2sc2nc(N4CCOCC4)c4c(c23)CCC4)CC1	6	0%	-4%	-1%	-9	-20%[57.5 µM]	1%	27%	-21%
CCOc1ccc(C2Nc3cccc4cccc(c34)N2)cc1OC	-6	32%[activator]	-14%	0%	-29	i	-13%	-21%	-26%
Cn1nnc(NC(=O)c2ccccc2F)n1	-1	1%	-3%	19%	7	0%[57.5 µM]	-5%	-2%	-6%
O=S(=O)(NCC1CCCO1)c1ccc(Oc2ccccc2)cc1 (stereo not drawn)	1	-13%	17%	u	21	-36%[inhibitor]	-7%	-2%	u

The last 5 compounds of the part above are carried over, then new ones follow:
SMILES	DRD3 agonist	GLP-1R inv ag	aSyn yeast inh	KB-V1 MDR tox	DRD3 antagonist	PTHR1 ag	HEK293 tox	GLP1R ag	TDP43 rescue
Cc1ccccc1NC(=O)C1CCN(S(=O)(=O)c2cccs2)CC1	-9	0%	-3%	u	-20	-6%	17%	6%	-12%
OCCN1CCN(c2ncnc3c2sc2nc(N4CCOCC4)c4c(c23)CCC4)CC1	6	0%	-4%	-1%	-9	-20%[57.5 µM]	1%	27%	-21%
CCOc1ccc(C2Nc3cccc4cccc(c34)N2)cc1OC	-6	32%[activator]	-14%	0%	-29	i	-13%	-21%	-26%
Cn1nnc(NC(=O)c2ccccc2F)n1	-1	1%	-3%	19%	7	0%[57.5 µM]	-5%	-2%	-6%
O=S(=O)(NCC1CCCO1)c1ccc(Oc2ccccc2)cc1 (stereo not drawn)	1	-13%	17%	u	21	-36%[inhibitor]	-7%	-2%	u
CCCN(CC(=O)Nc1ccccc1C)C(=O)CCN1C(=O)c2cccc([N+](=O)[O-])c2C1=O	-8	12%	2%	-9%	-13	-28%	0%	1%	-1%
CCOc1cc(C2CC(=O)Nc3c2c(C)nn3-c2nc(C)cc(C)n2)ccc1O (stereo not drawn)	8	15%	x	6%	x	i	-3%	x	2%[9.22 µM]
COc1ccc(N2CC(C(=O)Nc3c(C(N)=O)oc4ccccc34)CC2=O)cc1 (stereo not drawn)	-2	13%	15%	3%	-9	i	14%	0%	19%
CC(C)CC(=O)N1CCN(Cc2cccc(F)c2)CC1	2	0%	-3%	1%	u	-9%[57.5 µM]	-1%	-10%	-2%
Cc1ccc(CN2CCSc3ccc(C(=O)NC4CCN(Cc5ccccc5)CC4)cc32)cc1	-19	-16%	-11%	-21%	-83*	i	-4%	15%	-5%[0.397 µM]
CCOC(=O)CCCNC(=O)CCNC(=O)c1ccc(OC(C)C)cc1	6	0%	9%	7%	23	-8%[57.5 µM]	9%	-7%	-2%
O=c1/c(=C/c2ccc(CNS(=O)(=O)c3ccccc3)o2)sc2n1CCN=2	3	-12%	-1%	-20%	13	i	-3%	4%	3%
O=C(COC(=O)C1C2CC3OC(=O)C1C3C2)Nc1cccc(C(F)(F)F)c1 (stereo not drawn)	-12	-22%	0%	0%	-10	-21%	-13%	10%	8%
Cc1ccccc1-c1ccc(CN2C(C)C(=O)N(Cc3cn(Cc4ccco4)nn3)CCS2(=O)=O)cc1 (stereo not drawn)	0	u	u	u	9	-30%[inhibitor]	0%	-2%	35µM*
Cc1ccnc2nc(C(=O)OCC(=O)N3CCc4ccccc43)nn12	2	5%	-7%	3%	9	i	2%	5%	-2%
Cc1ccsc1/C=N/NC(=O)c1sccc1C	3	4%	-12%	-11%	-21	-7%	-8%	-38%[inhibitor]	6%
CN(C(=O)Cn1c(=O)n(CCC(=O)NCc2ccc3c(c2)OCO3)c(=O)c2sccc21)c1ccccc1	7	4%	x	x	x	i	-4%	x	6%
CCC(=O)Nc1nnc(SCc2cccc(F)c2)s1	2	6%	-14%	-20%	-4	-50%[inhibitor]	-26%	-13%	20%
CN(CC(=O)NCCc1ccc(S(N)(=O)=O)cc1)CC(=O)Nc1cccc(F)c1	2	13%	2%	u	16	-15%	13%	6%	11%
COc1ccc(OCC(=O)NC(=O)c2ccccc2)c([N+](=O)[O-])c1	1	14%	1%	10%	16	i	0%	-7%	10%
Cc1cc(C(=O)OCC(=O)NCc2ccco2)c(C)n1-c1ccccc1	-1	u	15%	2.6µM*	-2	i	u	20%	14%
C=C1CCN([C@@H](C)C(=O)NCc2ccc(OC)cc2)S(=O)(=O)c2ccccc21	18	-6%	1%	-1%	3	-71%[inhibitor]	0%	0%	23%
CCN(CC)CC(=O)Nc1c(C)cc(C(C)(C)C)cc1C	8	u	4%	4%	-18	-20%[57.5 µM]	0%	-5%	-10%
O=C(N/N=C/c1cccc([N+](=O)[O-])c1)c1ccc(CN2CCOCC2)cc1	4	13%	0%	0%	6	-16%	4%	0%	8%
O=C(c1cc2cc(F)ccc2[nH]1)N1CCCC(Nc2ccc(F)cc2)C1 (stereo not drawn)	2	u	3%	-26%	-4	i	-26%	-4%	18µM*
CCc1ccc(CNC(=O)C2CCCN(S(=O)(=O)N(CC)c3ccccc3)C2)cc1 (stereo not drawn)	0	u	-2%	-16%	-12	-64%[inhibitor]	1%	2%	-8%
Cc1ccc(Nc2nc(NCC3CC3)nc3ccsc23)c(C)c1	-16	u	-8%	u	0	-35%	u	-1%	14%
N/C(=N\c1nc(CSc2ccc(Cl)cc2)cc(=O)[nH]1)Nc1ccccc1C(F)(F)F	9	8%	-8%	u	26	-69%[inhibitor]	15%	0%	2%
CC(C)CNC(=O)CSc1nnc(-c2ccc(Cl)cc2)n1N	-23	-2%	0%	u	-12	29%	6%	2%	-20%[1.82 µM]
